Compound activity (PubChem)
FadD28 FP inh: inhibitors of FadD28 bisubstrate probe binding, primary screen, biochemical, fluorescence polarization, single point; Mycobacterium tuberculosis FadD28 fatty-acid-AMP ligase; inhibition, % at 12.5 µM; 0.22% of 360,000 active; in the data active = inhibition above about 8.5%, passing the limit was not always enough; inconclusive = no clear call, values can overlap the other calls
PfHsp40 yeast: rescue of yeast from PfHsp40 toxicity, primary screen, S. cerevisiae, ATP luminescence; S. cerevisiae expressing PfHsp40, growth rescue; growth rescue, % at 12.5 µM; 0.68% of 340,000 active; in the data active = growth rescue above about 28%, passing the limit was not always enough; inconclusive = no clear call, values can overlap the other calls;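 note: yeast W303a lacking pdr1 and pdr3 grown in galactose medium; growth measured after three days at 30 °C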
BoNT-F LC inh: BoNT/F light chain protease inhibitors, primary screen, biochemical, flow cytometry, MLPCN library | Botulinum neurotoxin type F light chain protease (Clostridium botulinum) | AID 588497, 2011 | 0.22% of 360,000 active | inhibition, % at 10 µM | Multiplex microsphere protease cleavage assay; in the data active = inhibition above about 35%, passing the limit was not always enough; inconclusive = no clear call, values can overlap the other calls; note: plate controls were buffer without enzyme for full effect and enzyme alone for no effect
Anthrax LF prot: Bacillus anthracis LF protease inhibitors, primary screen, biochemical, multiplex microsphere, MLPCN library; multiplex microsphere protease cleavage assay; inhibition, % at 10 µM; 0.12% of 360,000 active; AID 588501, 2011; note: plate controls were buffer without enzyme for full effect and enzyme alone for no effect
Mtb UGM inh: M. tuberculosis UGM enzyme inhibitors, primary screen, biochemical, fluorescence polarization, single point; UDP-galactopyranose mutase (Mycobacterium tuberculosis (strain ATCC 25618 / H37Rv)), …; purified UGM, fluorescence polarization probe displacement; inhibition, % at 10 µM; 0.06% of 320,000 active; in the data active = inhibition above about 10%, passing the limit was not always enough; inconclusive = no clear call, values can overlap the other calls
Target sequence (P9WIQ1 whole entry, looked up): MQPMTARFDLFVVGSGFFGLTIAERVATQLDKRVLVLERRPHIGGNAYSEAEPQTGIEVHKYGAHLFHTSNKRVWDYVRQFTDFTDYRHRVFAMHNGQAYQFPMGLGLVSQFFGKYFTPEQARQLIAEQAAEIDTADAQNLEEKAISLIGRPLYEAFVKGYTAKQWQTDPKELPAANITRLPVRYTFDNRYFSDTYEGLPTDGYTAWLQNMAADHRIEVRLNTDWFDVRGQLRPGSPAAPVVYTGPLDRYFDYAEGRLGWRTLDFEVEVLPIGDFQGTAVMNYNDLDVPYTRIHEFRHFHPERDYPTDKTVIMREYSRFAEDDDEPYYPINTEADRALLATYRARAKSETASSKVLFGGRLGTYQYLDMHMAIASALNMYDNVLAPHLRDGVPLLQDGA
BioA inh: M. tuberculosis BioA enzyme inhibitors, primary screen, biochemical, plate reader, single point, HTS; 7,8-diaminopelargonic acid synthase BioA (Mycobacterium tuberculosis); purified M. tuberculosis BioA enzyme; inhibition, % at 9.99 µM; 0.096% of 360,000 active; AID 602481, 2012; in the data active = inhibition above about 40%; inconclusive = no clear call, values can overlap the other calls
BoNT A protease: BoNT/A light chain protease inhibitors, primary screen, biochemical, flow cytometry, MLPCN library | Botulinum neurotoxin type A light chain protease (Clostridium botulinum A str. ATCC 3502) | multiplex microsphere protease substrate cleavage | inhibition, % at 10 µM | 0.17% of 360,000 active; note: plate controls were buffer without enzyme for full effect and enzyme alone for no effect
FBA Mtb inh: Mtb FBA enzyme inhibitors, primary screen, biochemical, fluorescence, strain H37Rv; inhibition, % at 1 µM; AID 588726, 2011; Fructose-bisphosphate aldolase (Mycobacterium tuberculosis (strain ATCC 25618 / H37Rv)), …; 2.3% of 360,000 active; purified M. tuberculosis FBA, fluorescence read-out; in the data active = inhibition above about 27%;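 note: 0% = vehicle and 100% = reference inhibitor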
Target sequence (P9WQA3 whole entry, looked up): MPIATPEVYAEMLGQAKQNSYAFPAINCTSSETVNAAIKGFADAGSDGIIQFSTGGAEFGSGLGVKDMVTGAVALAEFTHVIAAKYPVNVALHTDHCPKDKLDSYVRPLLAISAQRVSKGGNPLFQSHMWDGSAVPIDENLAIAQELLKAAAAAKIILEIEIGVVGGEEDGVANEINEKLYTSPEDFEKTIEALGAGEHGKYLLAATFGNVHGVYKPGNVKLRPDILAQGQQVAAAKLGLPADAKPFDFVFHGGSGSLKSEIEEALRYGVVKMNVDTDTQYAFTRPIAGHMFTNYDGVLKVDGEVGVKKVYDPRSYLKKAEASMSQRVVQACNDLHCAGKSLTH
GDH-TPI counter: GDH-TPI coupling enzyme inhibitors, primary screen, artefact control for M. tuberculosis FBA inhibitor project, biochemical, absorbance, full deck; inhibition, % at 4.8 µM; GDH-TPI coupled enzyme counterscreen, NADH absorbance; 1.2% of 360,000 active; in the data active = inhibition above about 30%;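 note: 0% = DMSO wells and 100% = wells lacking the enzyme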
* marks the source's active call; other numbers are inactive results; ? = inconclusive; nt = not tested or not shown. Cut-off read from the data, not from the text of the source, unless noted: active = inhibition above about 30%; inconclusive = no clear call, values can overlap the other calls; inactive = below that.

nr	SMILES	FadD28 FP inh	Anthrax LF prot	FBA Mtb inh	GDH-TPI counter	BoNT-F LC inh
1	Nc1cccnc1Sc1ccccc1	-4.1	-10	8	6	-1
2	CN(CC(=O)Nc1ccc2c(c1)OCO2)S(=O)(=O)c1ccc2c(c1)CCC(=O)N2	0.2	-5	6	10	2
3	Cc1nc2ccccc2nc1-c1ccc([N+](=O)[O-])cc1	-0.5	-3	-1	20	2
4	Cc1ccccc1-n1nc2c(c1NC(=O)c1cc3ccccc3oc1=O)CS(=O)C2 (configuration not stated)	-4.2	1	-10	16	4
5	Cc1ccccc1OCCSc1nc(N(C)C)nc(N(C)C)n1	-0.5	-3	-1	3	-5
6	CCCCCCCN1CCC(=O)N([C@H](CO)Cc2ccccc2)CC1	-1.7	-1	5	11	-5
7	COc1ccc(-n2ccn(CC(=O)Nc3ccc(OC)cc3OC)c(=O)c2=O)cc1	-0.2	0	2	15	5
8	CSc1ccccc1NC(=O)CN(C)C(=O)COc1cccc2cccnc12	-3.6	-4	0	2	0
9	O=C(CSc1nc(O)c(C2CCCCC2)c(=O)[nH]1)Nc1ccc(Cl)cc1	0.6	-2	2	3	-5
10	Cc1ccc(C(=O)NCC(=O)OCC(=O)NC(C)C2CC3CCC2C3)cc1 (configuration not stated)	-2.0	3	2	8	6

nr	BioA inh	PfHsp40 yeast	Mtb UGM inh	BoNT A protease
1	-0.7	-0.3	-2.2	0.3
2	-2.9	2.0	-0.9	-2.5
3	0.2	-0.8	nt	0.2
4	-0.5	1.2	-3.2	0.5
5	nt	3.7	3.3	-0.6
6	3.6	1.3	1.7	-1.4
7	-0.8	-1.0	-1.0	2.1
8	3.2	-0.6	2.0	1.0
9	nt	0.3	1.8	-0.3
10	0.5	-1.3	nt	4.4

Overlap with the part before: 2 compounds, followed by the next part.
nr	SMILES	FadD28 FP inh	Anthrax LF prot	FBA Mtb inh	GDH-TPI counter	BoNT-F LC inh
9	O=C(CSc1nc(O)c(C2CCCCC2)c(=O)[nH]1)Nc1ccc(Cl)cc1	0.6	-2	2	3	-5
10	Cc1ccc(C(=O)NCC(=O)OCC(=O)NC(C)C2CC3CCC2C3)cc1 (configuration not stated)	-2.0	3	2	8	6
11	O=c1[nH]snc1N1CCOCC1	-4.0	2	-2	1	0
12	Cc1ccccc1OCC(O)CN1CCN(C)CC1 (configuration not stated)	-0.8	-2	1	-1	0
13	CC(C)C[C@@H](CO)N1CCN(C)CCC1=O	-2.8	-5	2	-2	-2
14	COc1ccc(NS(=O)(=O)c2cccc3ccccc23)cc1	-0.8	3	5	2	-9
15	CCCN(CCC)CCCNC(=O)c1cn(-c2ccc(OC)cc2)c(=O)c2ccccc12	1.0	-12	5	11	15
16	CCN1C(=O)CS/C1=N\S(=O)(=O)c1ccccc1	0.3	0	3	2	-1
17	CCC(=O)N1c2ccc(S(=O)(=O)CCC(=O)NCCC3=CCCCC3)cc2CC1C (configuration not stated)	-4.9	-3	0	-3	2
18	CCC1(C(=O)c2ccccc2)C(c2ccc([N+](=O)[O-])cc2)C1(C(=O)OC)C(=O)OC (configuration not stated)	-0.7	0	0	9	-3
19	Cc1csc(NC(=O)c2oc3ccccc3c2C)n1	-1.7	?	-1	16	?
20	Cc1cccn2c(=O)c(C=Nc3ccc(Cl)cc3)c(NCCO)nc12	-2.1	0	31*	7	-4

nr	BioA inh	PfHsp40 yeast	Mtb UGM inh	BoNT A protease
9	nt	0.3	1.8	-0.3
10	0.5	-1.3	nt	4.4
11	-1.2	0.4	3.8	-1.0
12	0.2	17	-1.1	-0.4
13	-2.3	-0.6	-1.2	-0.6
14	2.7	1.6	2.3	-2.1
15	-0.7	-1.2	-0.3	-0.8
16	-1.2	0.1	-0.7	-0.5
17	-0.8	0.1	-2.8	-0.3
18	-1.3	2.1	0.4	-0.3
19	-1.6	1.2	0.6	?
20	-1.0	-0.2	-2.0	-2.2

Continuation:
nr	SMILES	FadD28 FP inh	Anthrax LF prot	FBA Mtb inh	GDH-TPI counter	BoNT-F LC inh
21	O=[N+]([O-])c1ccc(S(=O)(=O)NN=Cc2ccc(Cl)c(Cl)c2)cc1	-2.1	-4	-3	11	-4
22	C=C1C(C(=O)N2CCN(C)CC2)C1C(=O)N1CCN(C)CC1 (configuration not stated)	-2.5	-1	0	8	-10
23	O=C(N/N=C/c1ccco1)c1cc(-c2ccc(Cl)s2)[nH]n1	-11	-2	4	14	-3
24	COc1ccc(OC)c(CN2CCC(C(=O)N(C)CCc3ccc(OC)c(OC)c3)CC2)c1	-3.0	-1	-1	0	4
25	Cc1ccc(/C=C/C2=NN(Cc3ccccc3Cl)C(=O)CC2)cc1	-7.7	-5	-2	30	-24
26	CC(=O)c1ccc(NC(=O)CNC2CCCCC2)cc1	-3.9	6	4	7	-16
27	S=C(NCc1cccs1)Nc1ccccc1	-2.6	1	-4	-4	-5
28	O=C(NCc1ccc(Cl)cc1)c1cc(=O)[nH]c2ccc(S(=O)(=O)N3CCOCC3)cc12	-2.1	-5	4	2	-4
29	CCOc1ccc(/C=C/C(=O)N(CC)CC(=O)Nc2ccc3c(c2)OCCO3)cc1OC	-3.9	-2	5	7	0
30	O=C(NC1CCCCC1)NC1CCN(CC(=O)N2CCOCC2)CC1	-2.6	2	1	4	10

nr	BioA inh	PfHsp40 yeast	Mtb UGM inh	BoNT A protease
21	1.0	-0.1	nt	0.7
22	-0.2	-0.5	0.9	-2.5
23	nt	-0.7	-0.7	-0.2
24	nt	-2.6	-0.9	0.4
25	-0.6	13	nt	-1.5
26	-0.1	-1.4	4.3	0.7
27	nt	-1.0	-1.1	-0.7
28	0.4	-1.5	2.8	0.1
29	-0.3	-1.9	-1.0	-1.9
30	-1.0	-0.4	-0.1	1.5

One compound at a time (already shown). Order of values: FadD28 FP inh	Anthrax LF prot	FBA Mtb inh	GDH-TPI counter	BoNT-F LC inh	BioA inh	PfHsp40 yeast	Mtb UGM inh	BoNT A protease
`Cc1nc2ccccc2nc1-c1ccc([N+](=O)[O-])cc1` is listed with -0.5	-3	-1	20	2	0.2	-0.8	nt	0.2
`COc1ccc(NS(=O)(=O)c2cccc3ccccc23)cc1` is listed with -0.8	3	5	2	-9	2.7	1.6	2.3	-2.1

Carrying on:
nr	SMILES	FadD28 FP inh	Anthrax LF prot	FBA Mtb inh	GDH-TPI counter	BoNT-F LC inh
31	Cc1ccc(-n2c(C)cc(/C([O-])=C(/C(=S)Nc3ccc(F)c(Cl)c3)[n+]3ccccc3)c2C)cc1	-2.0	9	-1	5	-20
32	COc1cc(/C=C/C(=O)N(C)CC(=O)Nc2ccccc2SC)cc(OC)c1OC	-0.9	1	10	10	-6
33	CCOC(=O)N1CCN(C(=O)CN(Cc2ccccc2)S(C)(=O)=O)CC1	2.1	1	-2	1	-5
34	CCCn1c(/N=C/c2ccccc2O)nc2ccccc21	-3.9	1	3	-7	-10
35	O=C(COc1ccccc1)Nc1c2c(nn1-c1ccc(F)cc1)CS(=O)(=O)C2	0.0	-1	6	-1	-1
36	CNC(=O)NC(=O)C(C)OC(=O)c1cc2c(s1)CCCCC2 (configuration not stated)	0.7	0	2	-2	-10
37	O=C(Nc1cccc(Cl)c1N1CCOCC1)c1ccco1	0.0	-7	3	6	-7
38	NC(=O)C1=C[C@@H](c2ccc(C(F)(F)F)cc2)C[C@@H](OCc2ccc(CO)cc2)O1	-2.5	-8	2	2	-8
39	CC(C)N1CCC(N2CCN(C/C=C/c3ccc(F)cc3)CC2CCO)CC1 (configuration not stated)	-1.5	-1	2	2	1
40	CSCCC(NC(=O)c1ccccc1)C(=O)N1CCN(C(=O)c2ccccc2)CC1 (configuration not stated)	-0.9	-4	-1	-1	-12

nr	BioA inh	PfHsp40 yeast	Mtb UGM inh	BoNT A protease
31	-0.9	0.0	-1.1	5.8
32	-0.4	-1.0	0.0	-0.9
33	-0.4	0.5	3.7	-0.8
34	-1.6	0.3	2.3	-0.3
35	1.3	0.0	-1.0	2.9
36	nt	-0.9	0.9	-0.9
37	-1.9	0.7	-0.4	-2.4
38	6.0	-1.1	-0.4	-0.5
39	nt	1.4	-0.6	1.2
40	-1.0	-1.0	0.7	-1.0

(list continues)
nr	SMILES	FadD28 FP inh	Anthrax LF prot	FBA Mtb inh	GDH-TPI counter	BoNT-F LC inh
41	O=S(=O)(Nc1ccc2c(c1)OCCO2)c1cccc2nsnc12	-3.4	-3	-1	-1	-3
42	Cc1cc(C)nc(NC(=O)CCCC(=O)O)c1	-0.3	-2	5	14	-1
43	COc1ccc(NC(=O)C2CCN(S(=O)(=O)c3cccs3)CC2)cc1OC	-1.4	-14	0	8	0
44	O=c1c2c3c(sc2nc2n1CCCC2)CCCCC3	-2.5	-2	-2	-8	-13
45	C=CCn1ccc(=NC=C(C#N)C#N)c2ccccc21	-1.5	1	-18	27	?
46	CC(C)C(=O)N(c1ccc2oc(=O)sc2c1)S(=O)(=O)c1ccccc1	-1.6	-5	4	8	4
47	CCN(CC)C(=O)[C@H]1CC(CC(=O)NCCC2=CCCCC2)C(=O)N2CCc3c([nH]c4ccccc34)[C@]12C (some centres not stated)	-1.2	-5	4	0	-5
48	Cc1cc(C)nc(NC(=O)c2ccc(C)o2)n1	-0.3	-1	2	-10	-4
49	COc1cc(NS(C)(=O)=O)c(OC)cc1NC(=O)c1cccc(F)c1	-0.1	2	0	24	-2
50	N/C(=N/OC(=O)c1cccc([N+](=O)[O-])c1)c1cccc([N+](=O)[O-])c1	-0.3	2	0	4	2

nr	BioA inh	PfHsp40 yeast	Mtb UGM inh	BoNT A protease
41	nt	-0.8	-1.8	-0.3
42	nt	-2.2	-0.5	0.1
43	1.5	1.5	-0.4	0.8
44	-0.8	1.4	-2.3	0.0
45	-13	-1.8	36*	7.3
46	-1.6	-0.2	-1.7	0.8
47	-0.3	0.2	-0.4	-0.8
48	-0.3	-1.6	2.8	1.0
49	0.1	1.1	1.5	0.9
50	nt	0.3	-1.4	0.0

(continued)
nr	SMILES	FadD28 FP inh	Anthrax LF prot	FBA Mtb inh	GDH-TPI counter	BoNT-F LC inh
51	C=C(C)CSc1nnc2[nH]c(=O)cc(N)n12	0.0	-7	1	12	-7
52	CC1(C)OC(=O)C2=C(C[C@@H](C3CCCCC3)O[C@H]2c2ccc(F)cc2)O1	-0.6	7	0	nt	-5
53	COc1cccc(OCc2cc(C(=O)N(C)CCC3CCCCO3)no2)c1 (configuration not stated)	nt	3	0	0	0
54	Cc1cc(Nc2ccc(Cl)cc2)n(-c2cccc(Cl)c2)n1	-3.9	-1	-1	4	-1
55	COc1ccc(C(=O)Nc2ccc(S(=O)(=O)N3CCOCC3)cc2)cc1	-1.0	-4	1	-4	-4
56	O=C(CN1CCc2ccccc2C1)NC1CCCC1	-0.2	1	0	4	2
57	COC(=O)CSc1nc(NCc2ccccc2)nc(N(C)C)n1	-1.7	-2	5	3	2
58	COc1ccc(OC)c(Nc2nc(NCCC(C)C)nc(N)c2[N+](=O)[O-])c1	-3.7	-13	1	-3	?
59	CCOC(=O)Cc1csc(NC(=O)CCN2C(=O)c3cccc([N+](=O)[O-])c3C2=O)n1	0.2	10	-2	-1	-18
60	Cn1c(SCC(=O)N2CCOCC2)nc2sc3c(c2c1=O)CCCC3	-0.9	-8	0	5	-8

nr	BioA inh	PfHsp40 yeast	Mtb UGM inh	BoNT A protease
51	0.7	-0.4	0.3	-1.3
52	-2.1	nt	nt	-0.2
53	-1.7	-0.1	0.4	-0.1
54	-1.0	3.4	-0.8	-1.1
55	23	nt	-2.6	-0.1
56	nt	-0.1	1.1	-0.2
57	-0.6	0.4	1.2	-0.6
58	nt	-0.6	-1.5	?
59	2.0	0.5	-0.6	-1.2
60	5.0	0.4	1.0	-0.2

No enrichment for hits; any-hit rate near 4.7%.
